M4 antag: human M4 muscarinic receptor antagonists, primary screen, CHO cells, Fluo-8 calcium fluorescence; Muscarinic acetylcholine receptor M4 (Homo sapiens), P08173; CHO-hM4 cells, ACh EC80; inhibition, % at 3 µM; hit rate 0.73% among 360,000; AID 624125, 2012;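 active = inhibition above its plate's cutoff, the mean inhibition of sample wells plus 3 SD, cut at about 27% in these data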;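 note: 0% = acetylcholine EC80 with DMSO and 100% = DMSO without agonist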
M4 ag: human M4 muscarinic receptor agonists, primary screen, CHO-K1 cells, Fluo-8 calcium fluorescence. Muscarinic acetylcholine receptor M4 (Homo sapiens), P08173. CHO-K1 hM4/Gqi5; vehicle 0%, full acetylcholine response 100%. activation, % at 3 µM. hit rate 0.14% among 360,000;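 active = activation above the run mean over all test wells plus 3 SD, cut at about 32% in these data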;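 note: peak over basal fluorescence ratio per well then scaled between controls; 0% = DMSO wells and 100% = acetylcholine at EC100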
M5 antag: human M5 muscarinic receptor antagonists, primary screen, CHO cells, Fluo-8 calcium fluorescence | Muscarinic acetylcholine receptor M5 (Homo sapiens), P08912 | CHO-hM5 cells, ACh EC80 | inhibition, % at 3 µM | hit rate 0.59% among 360,000;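 active = inhibition above a per-plate cutoff, the mean of that plate's test compounds plus 3 SD, cut at about 27% in these data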;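 note: 0% = acetylcholine EC80 with DMSO and 100% = DMSO without agonist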
Target sequence (P08912 whole entry, looked up): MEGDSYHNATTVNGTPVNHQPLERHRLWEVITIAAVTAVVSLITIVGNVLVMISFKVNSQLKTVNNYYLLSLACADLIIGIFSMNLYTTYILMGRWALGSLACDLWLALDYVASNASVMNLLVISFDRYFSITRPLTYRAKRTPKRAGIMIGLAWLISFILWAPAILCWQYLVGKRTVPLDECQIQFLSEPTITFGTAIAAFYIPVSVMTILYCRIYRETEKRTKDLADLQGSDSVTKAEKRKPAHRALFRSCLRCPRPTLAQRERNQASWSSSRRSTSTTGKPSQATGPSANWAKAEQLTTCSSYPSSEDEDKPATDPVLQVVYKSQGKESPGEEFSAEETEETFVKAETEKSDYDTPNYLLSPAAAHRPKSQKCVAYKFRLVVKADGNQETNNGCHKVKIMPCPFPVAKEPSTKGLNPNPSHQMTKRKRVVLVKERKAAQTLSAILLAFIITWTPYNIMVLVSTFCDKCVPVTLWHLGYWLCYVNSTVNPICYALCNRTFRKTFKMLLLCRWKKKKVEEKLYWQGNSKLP
M5 PAM: human M5 muscarinic receptor positive allosteric modulators, primary screen, CHO-K1 cells, Fluo-8 calcium fluorescence | activation, % at 3 µM | Muscarinic acetylcholine receptor M5 (Homo sapiens), P08912 | hit rate 0.3% among 360,000 | AID 624038, 2012 | CHO-K1 hM5, ACh EC20 PAM; 0% = ACh EC20, 100% = ACh EC100;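 active = activation above the run cutoff, the mean activation of all test compounds plus 3 SD, cut at about 18% in these data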
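System – CHO-K1 hM5 cells · Compound – 3 µM, single dose · Incubation – compound preincubation 140 s before EC20 acetylcholine addition · Technique – Fluo-8 calcium fluorescence · Measure – Max/basal fluorescence ratio as % of EC20–EC100 ACh window · Benchmarks – low control EC20 acetylcholine (0%), high control EC100 acetylcholine (100%) · Replication – singlicate, one well per test compound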
M1 PAM parental: nonselective calcium activators in parental CHO-K1 cells, primary screen, counter-screen for M1 PAM project, cell-based, Fluo-8 calcium fluorescence, full deck, 1536-well. ATP EC20; 0% at ATP EC20, 100% at ATP max. activation, % at 3 µM. hit rate 0.02% among 360,000. AID 602247, 2012;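 active = activation above the run cutoff, the mean activation of all test compounds plus 3 SD, cut at about 40% in these data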;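 note: peak over basal fluorescence ratio in a 140 s read after ATP addition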
CHO-K1 Ca ag: counter-screen for M1 agonists: effect in parental CHO-K1 cells; Fluo-8 calcium fluorescence; scaled to maximal ATP response, vehicle zero; activation, % at 3 µM; hit rate 0.48% among 360,000; AID 602248, 2012; in the data active = activation above about 15%;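 note: untransfected CHO-K1 host cells lacking M1 receptor as counterscreen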
M5 ag: human M5 muscarinic receptor agonists, primary screen, CHO-K1 cells, Fluo-8 calcium fluorescence | CHO-K1 hM5 cells; 0% DMSO wells, 100% maximal acetylcholine response | activation, % at 3 µM | hit rate 0.19% among 360,000;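 active = activation above the run's mean over test compounds plus 3 SD, cut at about 23% in these data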;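 note: signal is peak over basal fluorescence ratio across the kinetic read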
CHO-K1 Ca antag: nonselective inhibitor or artifact in parental CHO-K1 cells; inhibition, % at 3 µM; hit rate 0.6% among 360,000; ATP-induced calcium, Fluo-8 fluorescence;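 active = inhibition above a per-plate cutoff, the plate's mean sample inhibition plus 3 SD, cut at about 24% in these data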;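 note: 0% = DMSO plus EC80 ATP and 100% = DMSO alone without ATP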
CHRM4 PAM: human M4 muscarinic receptor positive allosteric modulators, primary screen, CHO-K1 cells, Fluo-8 calcium fluorescence; Muscarinic acetylcholine receptor M4 (Homo sapiens), P08173; CHO-K1 hM4/Gqi5, ACh EC20; 0% = ACh EC20, 100% = maximal ACh; activation, % at 3 µM; hit rate 0.4% among 360,000; AID 624126, 2012;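 active = activation above its plate's cutoff, the mean activation of sample wells plus 3 SD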; note: some results filed as inactive read as strong as hits
Starred values were filed as active, the others as inactive; / = no result given.

smiles	M4 antag	M4 ag	M5 antag	M5 PAM	M1 PAM parental	CHO-K1 Ca ag	M5 ag	CHO-K1 Ca antag	CHRM4 PAM
O=C(NCc1ccco1)C(c1ccccc1F)N(Cc1cccnc1)C(=O)Cn1nnc2ccccc21 (configuration not stated)	1.1	0.6	-1.0	-4.1	-9.9	-0.2	-3.7	14.4	7.0
CC(/C=C/c1ccccc1)=N\Nc1nc(C)cc(C)n1	4.3	0.1	-0.3	-0.2	21.6	1.0	-3.6	-11.0	-4.5
CN1CCN(C(N)=NC(=O)c2ccccc2)CC1	4.2	2.7	-12.2	-0.7	13.1	0.4	-2.4	4.0	-0.9
CC1(c2ccccc2)NC(=O)N(CC(=O)N2CCN(S(=O)(=O)c3cccc([N+](=O)[O-])c3)CC2)C1=O (configuration not stated)	8.9	1.0	0.6	6.2	22.6	0.5	-0.6	-14.1	-5.6
O=C(Nc1cccc2cccnc12)c1csc(COCCO)n1	-14.7	4.1	0.2	-2.4	18.3	1.0	-0.9	-6.4	8.1
C/C(=N\NC(=O)COc1ccc(C(C)(C)C)cc1)c1ccc(N2CCOCC2)cc1	-8.3	0.8	-9.1	0.9	-0.4	2.1	3.7	-6.8	3.0
Cc1cc(C)n(CC(=O)NCCC2=CCCCC2)n1	4.4	-0.8	2.4	0.7	6.5	0.3	-4.0	-12.8	-5.1
CC(OC(=O)CSc1ccc([N+](=O)[O-])cc1)C(=O)NCc1ccco1 (configuration not stated)	-12.3	2.6	10.8	-6.3	-18.7	1.0	5.6	8.2	1.7
COc1cccc(OCC(=O)O/N=C(\N)c2ccc(OC)c(OC)c2)c1	6.4	2.1	3.7	0.8	19.2	1.3	-0.1	-7.9	0.3
CN(C)C(=O)C[n+]1cccc(/C=N/O)c1	0.5	-0.7	19.7	-7.1	-0.5	-0.4	-2.5	-1.4	-1.5
C=CCc1ccc(OCC(O)CO)c(OC)c1 (configuration not stated)	-5.6	-0.2	-1.1	2.8	14.7	0.5	-0.8	-9.0	11.3
CCCCN(C(=O)CSc1nncn1-c1ccccc1OC)c1c(N)n(Cc2ccccc2)c(=O)[nH]c1=O	-1.0	1.1	3.0	1.2	-13.4	0.1	-2.5	0.3	2.8
COc1ccc(C(=O)NCc2cnn(C)c2C)cc1OC1CCN(C(C)C)CC1	2.0	0.2	8.5	-6.4	25.1	3.6	-5.3	-16.1	-1.0
CC1CCC2(CC1)NC(=O)N(CC(=O)Nc1cc(S(=O)(=O)N3CCCC3)ccc1Cl)C2=O (configuration not stated)	-2.0	-0.7	6.3	-5.8	-13.3	-1.1	4.5	2.3	5.4
CCC(Sc1nc(=O)cc(N)n1-c1cccc(C)c1)C(=O)Nc1cc(C)on1 (configuration not stated)	-4.6	-0.3	-10.8	5.2	15.0	-0.5	3.2	-0.7	8.7
Cc1ccc(CC2S/C(=C(/C#N)C(=O)N3CCOCC3)N(c3ccccc3)C2=O)cc1 (configuration not stated)	-13.5	2.6	-3.7	-2.7	0.0	0.2	0.9	-5.8	-5.3
CCC/C=C/c1ccc(CN2C(C)C(=O)N(Cc3cn(CCOCOC)nn3)CCS2(=O)=O)cc1 (configuration not stated)	4.5	0.1	-0.5	4.3	14.1	0.2	0.0	-4.3	0.2
CCOc1ccc2nc(NC(=O)c3cccnc3)sc2c1	-23.4	0.7	-6.8	-0.1	6.1	0.2	-1.9	-8.3	15.1
O=C(C[n+]1ccc(CCSc2ccc(F)cc2)cc1)c1ccccc1	-1.6	0.8	-1.5	1.4	14.5	0.3	-5.8	-7.4	0.7
Nc1ccccc1SCc1csc(-c2ccc(Cl)cc2)n1	-8.9	-0.9	-2.6	-3.1	0.8	-0.1	-5.7	-17.1	-4.9
CC1CCCCC12NC(=O)N(CC(=O)NCCc1ccccn1)C2=O (configuration not stated)	2.1	0.1	2.6	-4.6	15.7	-0.1	-0.6	-5.1	5.8
CC(C)c1noc2ncc(C(=O)c3cc(Cl)cc(Cl)c3O)cc12	2.4	6.5	-3.2	0.8	10.7	11.8	4.6	5.1	4.4
C=CCN(C(=O)CSc1nc2ccsc2c(=O)n1Cc1ccc(C(=O)O)cc1)c1ccccc1	1.2	5.4	3.9	0.2	13.0	2.4	4.2	-6.4	1.4
COc1ccc(S(=O)(=O)N(C)c2ccc(C(=O)NC3CC3)cc2)cc1	-5.3	1.6	9.1	-2.1	24.8	2.2	-2.9	-12.7	2.7
Nc1ccccc1CCc1ccccc1N	-17.4	0.4	8.6	-5.7	-12.5	-0.4	0.6	22.5	9.2
Cc1ccc(C)c(NC(=S)NNC(=O)c2ccc(Br)o2)c1	-6.0	2.8	1.1	-5.4	-11.5	1.7	2.8	-6.2	-2.0
CN1CCC(N(C)C(=O)c2ccc(Cl)c(S(=O)(=O)Nc3cc(Cl)ccc3Cl)c2)CC1	-3.7	-0.5	8.3	0.1	0.6	0.6	1.6	-12.6	4.0
COc1cc(C(=S)N2CCOCC2)ccc1OS(=O)(=O)c1ccc(NC(C)=O)cc1	4.5	9.1	0.8	-12.5	13.8	7.6	6.1	-5.9	-5.9
COc1cc(Nc2ccn3nc(-c4ccc(F)cc4)cc3n2)cc(OC)c1OC	3.5	3.6	1.9	-5.3	23.6	1.5	0.8	-15.2	-4.5
Nc1[nH]ncc1-c1ccc(Cl)cc1	1.9	3.3	-7.3	8.0	-1.6	0.0	2.3	-3.2	37.8*
Cc1nc2ccccc2n1Cc1ccc(Br)cc1	23.6	14.1	22.2	-21.6	-17.1	11.2	-5.9	30.6*	-12.1
COCCn1c(SC(C)C(=O)NCC2CCCO2)nc2sc3c(c2c1=O)CCC3 (configuration not stated)	0.4	0.6	5.1	-3.8	-0.4	0.0	-0.1	1.3	-7.9
COc1ccc(C2C(C#N)=C(N)Oc3cc(O)ccc32)cc1 (configuration not stated)	8.2	0.1	11.1	-6.8	-11.7	0.7	0.8	-2.5	-9.0
CC12CCC(=O)N1C(C(=O)Nc1cc(Cl)ccc1N1CCOCC1)CS2 (configuration not stated)	3.1	2.4	2.6	-1.4	-5.2	2.5	1.1	0.2	-3.1
CC(O)(c1ccc(F)c(F)c1)c1nc(-c2cccc(C(=O)O)c2)cs1 (configuration not stated)	-6.7	0.5	6.7	-0.1	21.0	0.1	-0.1	3.0	2.7
Cc1ccc(-c2nc(NC(=O)c3ccc(S(=O)(=O)N(CCC#N)CCC#N)cc3)sc2-c2ccccc2)cc1	19.4	1.5	-4.2	-1.1	3.2	-0.2	-1.1	-8.3	6.3
O=S(=O)(c1ccccc1F)N1CCN(Cc2cc3c(cc2O)OCO3)CC1	-5.3	1.0	-7.0	-2.7	-0.7	1.1	-3.4	3.9	1.1
Cc1cccc(C)c1-n1ncc(C(=O)NC2CCCC2)c1C1CCNCC1	-5.7	0.5	-4.8	6.9	-17.7	0.2	-1.9	-7.9	3.5
COC(=O)[C@@]12C[C@@H](CC(=O)NCc3cccs3)C(=O)N(Cc3cccc4ccccc34)C1=CCC(C)(C)C2	-12.6	5.7	-1.3	-1.8	/	/	1.5	/	2.5
COc1cccc(Cc2n[nH]c(=S)n2Cc2ccco2)c1	17.5	1.1	16.1	-8.3	9.8	4.5	-17.6	0.2	-17.4
COc1ccccc1N(CC(=O)NCCc1ccccc1)S(C)(=O)=O	4.6	1.0	3.1	-1.3	3.8	0.7	1.0	-15.8	3.2
COC(=O)c1ccccc1NC(=O)Cn1c(=O)n(CCC(=O)NC2CCN(Cc3ccccc3)CC2)c(=O)c2ccccc21	5.0	0.8	-7.2	-0.8	-11.0	0.0	-6.2	-4.1	-2.2
COC(=O)NC(=S)Nc1ccc(Oc2ccc(Cl)cc2Cl)c(Cl)c1	3.2	0.1	-4.9	-6.8	22.3	0.7	-6.6	-15.8	-7.6
O=C(NCc1ccccc1Cl)c1ccc2c(c1)OCO2	-4.2	0.2	-5.1	3.7	0.7	0.3	-6.4	-2.4	5.4
CC(NC(=O)Cc1ccc(F)cc1)c1ccc(F)cc1 (configuration not stated)	-1.6	0.8	6.8	3.5	17.0	0.2	-3.2	3.0	1.6
CCOc1ccc(C(=O)Nc2cc(C)ccn2)cc1	-0.2	0.4	-0.5	0.5	2.1	0.0	-1.2	-6.1	-2.7
Cn1c(Cn2c(=O)sc3ccccc32)nnc1SCC(=O)NCc1ccccc1	-7.2	1.1	-2.5	-0.2	0.3	-0.3	3.3	13.4	4.1
CC(=O)N1CCN(C(=O)c2ccc(-c3cccc(C(F)(F)F)c3)o2)CC1	3.2	0.8	4.3	-2.4	-22.3	0.5	2.0	3.2	-1.0
CCN(CC)c1ccc(NC(=O)Cn2ncc3c(C)n(Cc4ccccc4F)c(C)c3c2=O)c(C)c1	9.0	0.3	2.3	-0.6	-4.5	0.0	-4.4	2.9	-7.1

CHRM4 PAM: entries above that show a hit.
canonical_smiles	M4 antag	M4 ag	M5 antag	M5 PAM	M5 ag	CHRM4 PAM
Nc1[nH]ncc1-c1ccc(Cl)cc1	1.9	3.3	-7.3	8.0	2.3	37.8*
